FBW7 activator: FBW7 E3 ligase activators, primary screen, biochemical, AlphaScreen, human | F-box/WD repeat-containing protein 7 (Homo sapiens), Q969H0 | AlphaScreen FBW7–phospho-cyclin E peptide binding, activator screen | normalized activity (activation), % at 26.1 µM | actives 0.13% (n = 650,000) | AID 1259310, 2017; in the data active = normalized activity above about 1.9%;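 also: purified mutant Fbw7 with reduced substrate affinity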
TEAD-YAP block: TEAD-YAP interaction inhibition, primary screen, TEAD-YAP interaction inhibitor project, luminescence, HEK-TIYL cells; TEAD-Gal4/YAP UAS-luciferase luminescence; inhibition, % at 9.12 µM; actives 1.4% (n = 640,000); in the data active = inhibition above about 32%;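 also: 0% = median of test compound wells and 100% = reference inhibitor wells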
MITF primary: MITF inhibitors, primary screen, biochemical, AlphaScreen, human; Microphthalmia-associated transcription factor (Homo sapiens), O75030; AlphaScreen MITF homodimerization, bead proximity signal; inhibition, % at 2.6 µM; actives 0.91% (n = 650,000); AID 1259374, 2018; in the data active = inhibition above about 50%;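 also: 0% = vehicle wells with protein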
Target sequence (O75030 whole entry, looked up): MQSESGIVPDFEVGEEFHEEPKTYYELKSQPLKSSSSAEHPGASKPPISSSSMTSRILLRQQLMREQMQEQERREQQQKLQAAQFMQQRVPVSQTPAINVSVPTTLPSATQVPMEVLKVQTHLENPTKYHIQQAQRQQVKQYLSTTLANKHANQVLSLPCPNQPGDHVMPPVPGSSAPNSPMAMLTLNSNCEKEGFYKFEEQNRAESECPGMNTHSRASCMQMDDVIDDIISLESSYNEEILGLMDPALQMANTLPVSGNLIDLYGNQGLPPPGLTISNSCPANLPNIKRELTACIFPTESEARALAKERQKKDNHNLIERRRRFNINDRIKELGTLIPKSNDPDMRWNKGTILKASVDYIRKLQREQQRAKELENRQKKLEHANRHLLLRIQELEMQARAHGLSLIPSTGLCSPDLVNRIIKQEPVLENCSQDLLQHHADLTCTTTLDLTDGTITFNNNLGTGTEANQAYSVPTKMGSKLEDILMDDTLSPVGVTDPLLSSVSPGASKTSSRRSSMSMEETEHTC
GPR151 ag: activators of human GPR151, primary screen, cell-based, PathHunter beta-arrestin, luminescence; actives 1% (n = 650,000); activation, % at 11.2 µM; PathHunter beta-arrestin GPR151 cells; AID 1508602, 2020; in the data active = activation above about 4.9%;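 also: 0% = median of compound wells and 100% = cells with positive control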
Target sequence (Q8TDV0 whole entry, looked up): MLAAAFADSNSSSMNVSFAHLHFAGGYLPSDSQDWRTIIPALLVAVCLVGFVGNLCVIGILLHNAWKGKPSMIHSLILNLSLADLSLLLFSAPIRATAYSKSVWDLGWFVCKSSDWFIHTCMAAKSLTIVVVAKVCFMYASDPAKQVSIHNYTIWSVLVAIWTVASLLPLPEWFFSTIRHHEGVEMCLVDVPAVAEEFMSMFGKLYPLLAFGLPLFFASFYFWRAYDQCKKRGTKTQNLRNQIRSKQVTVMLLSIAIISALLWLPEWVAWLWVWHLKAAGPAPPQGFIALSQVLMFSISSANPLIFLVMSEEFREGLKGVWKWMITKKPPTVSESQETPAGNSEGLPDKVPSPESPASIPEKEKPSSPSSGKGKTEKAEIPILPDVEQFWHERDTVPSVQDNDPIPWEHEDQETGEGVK
* = called active by the depositor; . = no result given.

SMILES	FBW7 activator	TEAD-YAP block	MITF primary	GPR151 ag
O=c1c2cn[nH]c2nc(SCc2cccnc2)n1-c1ccc(Oc2ccccc2)cc1	-0.1	3	-6	0.1
Cc1nn(CC(C)C)c(Cl)c1CNCc1ccccc1	-0.1	-6	35	-1.5
CCNC(=O)c1c(O)c2c([nH]c1=O)CCCC2	0.2	-2	-2	-0.4
CC(C)=CCCC1(C)OC(=O)N(CCCCCC(=O)O)C1(C)O (stereo unspecified)	0.1	1	0	2.4
C/C(Cc1nc2ccccc2[nH]1)=N/Nc1ccccc1	-0.1	-27	6	-0.7
CC(=O)Oc1c(Cl)cc(N(C(C)=O)S(=O)(=O)c2ccccc2)cc1Cl	0.0	-4	-4	-0.4
COC(=O)c1sc(NC(=O)c2ccc([N+](=O)[O-])cc2)c(C(=O)OC)c1C	-0.2	5	-5	-1.8
CCn1c(=O)/c(=C\c2ccc(Cl)cc2)s/c1=C(/C#N)C(=O)NCCCOC	-0.1	1	12	-1.6
COCCNC(=O)c1c[nH]c2ccc(S(=O)(=O)N3CCC4(CC3)OCCO4)cc2c1=O	-0.1	8	8	2.0
COc1cc(OC)cc(C(=O)OCC(=O)NCC(C)C)c1	0.2	-10	22	-1.0
O=C(O)C1C2C=CC(C2)C1C(=O)NNc1ncnc2ccccc12 (stereo unspecified)	0.2	-5	5	-0.4
CCOc1ccc(NC(=O)Cn2c(-c3ccc(OC)c(OC)c3)nc3ccccc3c2=O)cc1	0.2	7	15	-1.9
CCCCn1c(CNC(=O)c2ccco2)nnc1SCC(=O)Nc1sc2c(c1C(=O)OCC)CCCCC2	0.1	-7	-19	-0.5
CC(C)NC(=O)C(=O)NCCN1CCN(C(=O)c2cccc(Br)c2)CC1	1.4	1	22	-1.0
CCOc1ccc(-n2c(C)nc3c(cnn3-c3ccc(Cl)cc3)c2=O)cc1	-0.1	19	-6	0.1
COC(=O)c1c(NC(=O)c2ccc(S(=O)(=O)N3CCCc4ccccc43)cc2)sc2c1CCN(C(C)C)C2	0.3	12	5	-0.2
CC(C)(C)c1cc(CCCOC(=O)CSCC(=O)OCCCc2cc(C(C)(C)C)c(O)c(C(C)(C)C)c2)cc(C(C)(C)C)c1O	0.0	3	1	2.2
Cn1c(=O)oc2cc(S(=O)(=O)Nc3ccc(Cl)cc3)ccc21	-0.1	9	7	0.6
Oc1ccc(CCNc2nc(NC3CCN(Cc4ccccc4)CC3)nc3c2ncn3Cc2ccc(C(F)(F)F)cc2)cc1	0.1	6	21	2.9
N#CC1=C(N)N(c2ccc(C(F)(F)F)cc2)C2CCCCC/C=C\2C1(C(F)(F)F)C(F)(F)F (stereo unspecified)	-0.1	3	-13	-0.5
Cc1ccccc1C(=O)OC1CCCN(C)C1 (stereo unspecified)	0.3	0	2	-0.7
CCOC(=O)c1nc(N)c(=O)n(-c2ccccc2)n1	0.0	3	-1	-1.3
Cc1ccc(OCC(=O)Nc2ccccc2C#N)c(C)c1	-0.1	-49	9	-0.4
CC(=O)Oc1ccccc1N1C(=O)c2ccc(Oc3ccc([N+](=O)[O-])cc3)cc2C1=O	0.0	5	-2	1.5
Cc1ccccc1NC(=O)CC1Sc2ccccc2NC1=O (stereo unspecified)	-0.2	-7	-4	0.7
CC1CCN(C(=O)CSc2nc3cc4c(cc3c(=O)n2CCC2=CCCCC2)OCO4)CC1	0.3	4	9	-0.4
O=C1CCCN1CC(=O)N1CCCC(c2nc3ccccc3c(=O)[nH]2)C1 (stereo unspecified)	-0.1	-5	17	-1.2
COCC(=O)N/N=C(\C)CC(=O)Nc1cccc2c1CCCC2	0.1	0	-12	1.7
Cc1ccc2nc(-c3ccccc3)oc(=O)c2c1	0.1	-7	10	-7.4
Cc1ccccc1NCC(=O)N/N=C\c1cc(Cl)ccc1O	0.1	7	-31	0.9
Cc1ccccc1NC1=C(N2CCCC2)C(=O)c2ccccc2C1=O	-0.2	-7	5	-1.3
COCc1cc(C)nc(SCCN(C)C)c1C#N	-0.1	-4	51*	0.0
COc1ccc(C(=O)Nc2ccc(NC(=O)c3cccs3)cc2)cc1	0.0	-4	2	0.4
O=[n+]1c2c(n([O-])c3cc(F)c(N4CCOCC4)cc31)CCC2	0.1	-1	14	-1.4
CC(C)Cc1cc(-c2ccccc2)c(C#N)c(=O)[nH]1	-0.1	10	4	1.0
O=C(/C=C\c1ccccc1)Nc1c2c(nn1-c1ccc(F)cc1)CS(=O)(=O)C2	-0.1	-6	-4	0.4
Cc1ccc(-c2nnc(-n3nnc4ccccc43)c3ccccc23)cc1C	0.1	-12	8	-0.7
COc1ccc(C(=O)N2CCc3c(nc(C)[nH]c3=O)C2)cc1Cn1nc(C)cc1C	0.2	-3	4	-0.9
CCN1CCN(C(=O)c2cc3ccccc3oc2=O)CC1	0.3	-1	-1	-0.5
Cc1ccc2oc(=O)c(/C=C(\O)C(C)(C)C)nc2c1	0.0	-5	11	-0.3
Fc1cccc(-c2nc3ccc(Cl)cc3nc2-c2cccc(F)c2)c1	-0.2	2	4	-0.3
C[C@@H]1CN(C(=O)c2nc3ccc(Cl)cn3c2CN2CCc3ccccc3C2)C[C@H](C)O1	0.0	5	-4	-1.2
O=C(Nc1ccc2oc(-c3ccc(F)cc3Cl)nc2c1)c1cccc2ccccc12	0.6	-4	14	0.0
C/C(=N\NC(=O)c1cnccn1)c1ccncc1	0.1	-48	19	-0.8
O=C(CSc1nc2ccccc2s1)N1CCOCC1	0.0	-14	3	-0.5
O=C(c1ccc(Cl)cc1)N1CCN(c2ccc([N+](=O)[O-])c(N3CCOCC3)c2)CC1	-0.1	6	-4	-0.6
O=C(NCc1ccc2c(c1)OCO2)c1n[nH]c(=O)c2ccccc12	-0.1	-12	9	2.1
CCn1ncc(CNC(=O)c2ccc([N+](=O)[O-])cc2Cl)c1C	0.3	0	13	-1.4
O=C(Cn1c(=O)c2cccn2c2ccccc21)Nc1ccc(Br)cc1F	0.6	-4	-11	-1.5
CCOc1ccccc1N(C)C(=O)CCS(=O)(=O)c1ccc2c(c1)OCC(=O)N2	0.8	10	7	-0.1
COC(=O)C1=C(C)N(Cc2cccnc2)C(=O)/C1=C\c1ccccc1[N+](=O)[O-]	-0.1	1	5	-0.3
COC(=O)c1cnc(S(C)=O)nc1C (stereo unspecified)	0.0	8	10	2.5
Cn1c(=NC(=O)CS(=O)(=O)c2ccc(F)cc2)sc2ccccc21	0.1	-7	14	0.4
COc1ccnc(Cn2nc(C)c3cccn3c2=O)c1OC	0.0	9	10	6.1*
c1ccc(Oc2ccc(Nc3ccnc(Nc4ncccn4)n3)cc2)cc1	-0.1	-6	0	2.4
CCCOc1ccc(/C(O)=C2/C(=O)C(=O)N(CCN3CCOCC3)C2c2ccc(Cl)cc2)cc1C (stereo unspecified)	0.0	-6	10	-1.1
Cc1ccc(NC(=O)CCCC(=O)O)c(-c2nc3ccccc3[nH]c2=O)c1	0.1	-2	-5	-1.9
COc1cccc(CNc2ccc(Br)cn2)c1O	-0.1	-27	3	-0.8
CCCCC/C=C\C/C=C\C/C=C\CCCCCCC(=O)OCC	.	.	4	9.1*
CC(C)c1ccc(C(=O)NCc2c(-c3ccccc3)nc3n2CCS3)cc1	0.4	-21	7	-0.6

The listing continues:
SMILES	FBW7 activator	TEAD-YAP block	MITF primary	GPR151 ag
CSc1nnc(CNC(=O)Cn2nc(C)cc2C)n1Cc1ccccc1	0.1	0	9	2.5
CCOc1cc(/C=N/NC(N)=O)ccc1OCCOc1ccc(C)c(C)c1	-0.1	4	-3	2.0
COc1cc(/C=C2\SC(=S)N(CC(=O)O)C2=O)cc(Cl)c1O	-0.7	0	17	-0.7
Oc1ccc2ncccc2c1C(Nc1ccccn1)c1cccs1 (stereo unspecified)	0.1	-2	10	0.8
CCC(C)NC(=O)CCn1nnc2ccccc2c1=O (stereo unspecified)	0.0	-4	-1	1.0
CCOc1ccccc1C1CC(c2cccs2)Nc2ncnn21 (stereo unspecified)	0.1	4	10	1.0
Fc1ccc(C2Nc3cccc4cccc(c34)N2)cc1	0.5	1	21	-0.2
Oc1ccc(CCNc2ccnc(NCCN3CCOCC3)n2)cc1	0.1	14	6	-0.2
CCOc1ccc(C2Oc3c(cc(Br)cc3OC)C=C2[N+](=O)[O-])cc1OCC (stereo unspecified)	-0.1	-13	4	0.9
COc1ccc(-c2cc3nc(C)cc(N4CCCC4)n3n2)cc1	-0.1	-5	-5	-0.5
CCOC(=O)C1=C(C)N=c2s/c(=C\c3cccc(OC)c3)c(=O)n2C1c1ccc(Cl)cc1 (stereo unspecified)	-0.2	-5	-5	1.0
CC1CCCC(C)N1CCNC(=O)c1cn(C(C)c2ccccc2F)nn1 (stereo unspecified)	-0.2	7	5	0.0
COc1cccc(C2Nc3ccccc3-c3nnc(SCc4ccc(Cl)cc4)nc3O2)c1OCC(=O)O (stereo unspecified)	0.3	0	2	0.1
O=C(Cc1ccccc1)Nc1ncc2c(n1)CC(c1ccco1)CC2=O (stereo unspecified)	-0.1	-5	13	-0.3
CCCN1C(=O)/C(=C\c2nc3ccccc3c(=O)n2-c2ccc(C)cc2)c2cc(Br)ccc21	0.0	0	-3	-1.4
Cc1ccc(C(=O)Nc2c3c(nn2-c2ccc([N+](=O)[O-])cc2)CSC3)cc1	-0.1	-3	4	2.0
O=c1c2ccccc2nc(SCc2ccc(Cl)cc2)n1C1CCCCC1	0.0	-11	-6	-0.2
COc1ccc(C2CC(c3ccco3)=NN2c2nc(C)c(C(=O)NN)s2)cc1 (stereo unspecified)	0.2	-7	-11	0.6
Cn1c(CC(=O)NN2Cc3ccccc3C2=N)nc2ccccc21	-0.3	0	2	0.5
C=CCc1ccccc1OCCN1CCNCC1	0.3	-17	27	5.9*
O=C(Cn1c(C(F)(F)F)nc2ccccc21)c1ccc(Br)cc1	-0.1	5	3	2.0
Cc1ccc(C(=O)NNc2cc(N3CCCC3)nc(N3CCCC3)n2)cc1	0.1	9	11	2.5
CCOc1sc2nc(C)n(CC(=O)N(CC)CC)c(=O)c2c1C	-0.1	-5	13	0.5
O=C1CCC(=O)N1CN(CN1C(=O)CCC1=O)C1CCCCC1	0.1	5	8	0.8
C=CCOC(=O)C1=C(C)NC(=O)NC1c1cn(-c2ccccc2)nc1-c1ccc(C)cc1 (stereo unspecified)	-0.1	-10	1	-1.2
CC1CCCN(C2(O)C(=O)N(C)c3ccc(Br)cc32)C1 (stereo unspecified)	0.2	3	2	0.2
O=C(CCNS(=O)(=O)c1ccc(Br)s1)NCc1ccccc1Cl	0.3	6	13	-0.7
CCCCC[C@H](O)/C=C/[C@H]1[C@H](O)CC(=O)[C@@H]1C/C=C\CCCC(=O)OCC(O)CO (stereo partly specified)	.	.	17	1.8
COc1ccccc1NC(=O)C1=C(C)NC2=C(C(=O)CCC2)C1c1cccc(OC)c1OC (stereo unspecified)	0.5	3	13	-0.1
CCC(C(=O)N1CCN(c2ccccc2F)CC1)n1sc2ccccc2c1=O (stereo unspecified)	-0.3	-4	1	1.1
C#CCOc1c(Cl)cc(/C=N/N2C(=O)C3C4C=CC(C4)C3C2=O)cc1OCC (stereo unspecified)	0.7	-2	13	-0.5
c1cn2c(NC3CCCC3)c(-c3ccsc3)nc2cn1	0.0	-5	-10	-0.5
Cc1nc2ccccc2c(C)c1C(N)=O	0.2	-4	-2	0.4
O=C(NC1CCCCC1)NC1CCN(Cc2nnnn2Cc2ccc(F)cc2)CC1	0.4	-3	9	-0.7
O=C1CCCN1CCCNc1nc(N2CCN(c3ccccn3)CC2)nc2c1ncn2-c1ccsc1	-0.1	58*	-7	-3.3
CC(=O)N1N=C(c2ccc(C)c([N+](=O)[O-])c2)OC1(C)C	0.0	-1	5	-0.5
O=C1CC(c2ccc(F)cc2)Sc2nc(C34CC5CC(CC(C5)C3)C4)nn21 (stereo unspecified)	0.2	8	-6	0.4

Compound activity (PubChem)
